C2C12 statin – suppressors of simvastatin-induced myotoxicity in C2C12 myotubes; rescue of ATP level, % at 7.49 µM; ATP luminescence, 48 h; scaled: DMSO 0, geranylgeraniol control 100; 0.78% of 330,000 active; AID 602340;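 active means mean ATP rescue above about 67%, or every replicate alone reaching that limit, limit read from the data, passing the limit was not always enough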;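 further: myotubes were challenged with 10 µM simvastatin during compound exposure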
miR-122 sensor – miR-122 inhibition in Huh7 cells; Huh7 miR-122 Renilla luciferase sensor, 48 h; neutral wells = 0, positive control = 100; 0.3% of 340,000 active; AID 602342; activation (reporter increase), % at 12.5 µM;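 active means mean replicate activation score at least 90 and every replicate individually at or above 90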;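 further: higher luciferase means less miR-122 activity so hits act as miR-122 inhibitors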
ERp5 inh – ERp5 (human) disulfide isomerase inhibition; ERp5 insulin aggregation, absorbance 650 nm, 90 min; inhibition, % at 9.99 µM; 0.05% of 350,000 active; AID 651711;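 active means mean replicate inhibition above about 25%, with every replicate also reaching it, limit read from the data, passing the limit was not always enough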
Target sequence (Q15084 whole entry, looked up): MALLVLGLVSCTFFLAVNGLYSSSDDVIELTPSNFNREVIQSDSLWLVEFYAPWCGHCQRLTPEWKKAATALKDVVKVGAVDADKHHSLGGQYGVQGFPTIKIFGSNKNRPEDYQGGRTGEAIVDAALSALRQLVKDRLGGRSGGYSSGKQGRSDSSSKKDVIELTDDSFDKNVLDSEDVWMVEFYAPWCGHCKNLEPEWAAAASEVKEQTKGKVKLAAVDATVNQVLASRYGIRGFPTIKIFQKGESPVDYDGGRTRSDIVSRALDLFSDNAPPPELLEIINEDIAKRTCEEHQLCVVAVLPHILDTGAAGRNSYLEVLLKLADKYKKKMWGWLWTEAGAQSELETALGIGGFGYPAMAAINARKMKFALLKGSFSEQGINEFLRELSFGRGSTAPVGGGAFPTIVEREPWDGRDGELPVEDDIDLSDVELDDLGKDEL
SIRT5 block – blocks human SIRT5 desuccinylation of peptide. inhibition, % at 15 µM. Q9NXA8. 1.1% of 330,000 active. AID 652115. Purified SirT5, succinyl-peptide AMC, trypsin-coupled fluorescence; in the data active means inhibition above about 15%
Target sequence (Q9NXA8 whole entry, looked up): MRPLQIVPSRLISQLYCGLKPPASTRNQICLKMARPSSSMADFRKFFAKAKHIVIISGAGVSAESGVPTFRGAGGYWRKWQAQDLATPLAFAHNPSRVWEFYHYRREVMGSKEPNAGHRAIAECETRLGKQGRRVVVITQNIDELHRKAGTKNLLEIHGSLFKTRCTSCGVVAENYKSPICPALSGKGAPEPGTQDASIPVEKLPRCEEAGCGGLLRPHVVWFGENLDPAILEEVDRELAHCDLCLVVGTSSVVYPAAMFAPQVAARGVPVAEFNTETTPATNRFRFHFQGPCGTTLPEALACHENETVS
esBAF inh – inhibitors of esBAF chromatin remodeling in mouse ES cells | Bmi1-luciferase knock-in reporter, 24 h; 100% = twice the neutral-well signal | reporter increase, % at 12.5 µM | 2% of 350,000 active; in the data active means activation above about 40%;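 further: 0% = median of the plate's neutral control wells and 100% = double that signal; a rise in the Bmi1 reporter signal indicates esBAF inhibition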
Cneo AK release – causes C. neoformans cell lysis | adenylate kinase release luminescence, 4 h; normalised: neutral wells 0, clomiphene wells 100 | lysis activity, % at 15 µM | 0.2% of 360,000 active;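 active means mean lysis activity across replicates of at least 80%, whatever share of replicates individually reach that level; inactive means mean lysis activity below 80%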
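Material: C. neoformans cells | Amount: Yeast cell density of 5 × 10^6 cells/mL | Medium: Fresh YPD growth medium | Dosing: Single dose | Times: Static 4 h at 37 °C with compound, 1 h detection | Detection: AK luminescence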
ARNT TACC3 PPI – disrupts binding between human ARNT and TACC3; AlphaScreen His-ARNT PAS-B/GST-TACC3 binding, luminescence; TACC3 fragment carries E629A point mutation; inhibition, % at 9.99 µM; 0.66% of 390,000 active; AID 623870;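 active means mean inhibition of replicates at least 50% and at least half of replicates each reaching 50%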;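 further: 0% = complete ARNT plus TACC3 wells and 100% = ARNT alone without TACC3; many hits fall short of the cut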
* marks the source's active call; other numbers are inactive results; nt = no result given; & = joins results of further samples; [ ] = dose if it differs, or a comment.

SMILES | C2C12 statin | miR-122 sensor | ERp5 inh | SIRT5 block | esBAF inh | Cneo AK release | ARNT TACC3 PPI
Cc1ccc(C2=NC3(CCCC3)NC2=S)cc1 | nt | -2 | 4 | 2 | nt | 3 | -6
O=C(C1=C(Nc2ccccc2)c2ccccc2S(=O)(=O)N1)c1ccccc1 | nt | nt | 9 | 11 | nt | nt | 8
CCOC(=O)[C@H]1[C@H]2COc3ccc(OC)cc3[C@@H]2N2C(=O)c3cc(F)c(F)cc3NC(=O)[C@@]12C | 7 | -1 | 6 | 0 | -8 | -10 | 28
COc1cc2c(cc1OC)CN(C(=O)[C@H]1[C@@H]3C(=O)O[C@@H](c4ccccc4)[C@@H](c4ccccc4)N3[C@@H](c3ccccc3OCCO)[C@]13C(=O)Nc1ccccc13)CC2 | nt | nt | 1 | -19 | nt | 58 | 0
CC(C)CN1CCC(=O)N([C@H](CO)Cc2ccccc2)CC1 | -6 | 2 | 4 | nt | -1 | -1 | -12
O=C(Cc1ccccc1)N/N=C/c1cc(Br)cc(Br)c1O | -2 | nt | 2 | 0 | -3 | 1 | 2
CO[C@H]1CN(C)C(=O)c2cc(NC(=O)Nc3cc(Cl)cc(Cl)c3)ccc2OC[C@H](C)NC[C@@H]1C | -85 | -32[16.7 µM] | 3 | 3 | -11 | nt | nt
Cn1c(CNC(=O)CNC(=O)Cc2ccc(Cl)cc2)cc(=O)n(C)c1=O | 8 | -4 | -11 | -5 | -9 | 0 | -6
CCOc1ccc(N=Nc2c(N)[nH][nH]c2=O)cc1 | nt | nt | 1 | 0 | nt | nt | 3
CN(C)CCCNC(=O)c1cc2c3ccccc3n(C)c2s1 | -7 | 17 | nt | nt | -2 | 0 | -2
C#CCN(C[C@@H]1[C@@H](OC(=O)NCc2ccccc2F)[C@@H](OC(=O)NCc2ccccc2F)CN(C(=O)OC(C)C)N1C(=O)OC(C)C)S(=O)(=O)c1ccc(C)cc1 | -6 | 5 | 1 | 2 | 3 | 1 | nt
N#Cc1ccsc1NC(=O)COC(=O)c1ccc(Br)o1 | 4 | -8 | -2 | -1 | 2 | -1 | -6
COc1ccc(OC)c(CN2CCN(C(=O)c3ccc(S(=O)(=O)N4CCCCCC4)cc3)CC2)c1 | -6 | -2 | 1 | nt | -12 | -1 | nt
CC1CCN(c2c(NCC3CCC(C(=O)NCc4ccc(F)cc4)CC3)c(=O)c2=O)CC1 (stereo unspecified) | nt | -8 | -6 | -2 | nt | -5 | -8
Cc1cc(C)c2sc(N(CCN(C)C)C(=O)c3cc(Cl)sc3Cl)nc2c1 | -5 | 0 | 8 | -2 | 4 | nt | 4
O=C(CSc1nnc(NC(=O)C2CC2)s1)Nc1ccc(F)cc1 | 4 | -2 | nt | nt | -2 | 3 | -8
Cc1ccc(C)c(C(=O)COC(=O)c2cc(S(=O)(=O)N3CCOCC3)ccc2F)c1 | 1 | 6 | -2 | nt | -8 | 0 | nt
CC(=O)c1ccc(OCC(=O)NC(=O)NC2CCCCC2)cc1 | 0 | 0 | -21 | -1 | 6 | 0 | -2
CC1(c2ccc3c(c2)OCCO3)NC(=O)N(CC(=O)Nc2ccccc2SCC#N)C1=O (stereo unspecified) | 1 | nt | 0 | 0 | 23 | -1 | 5
N#Cc1ccccc1S(=O)(=O)N1CCN(C(=O)Cc2coc3cc(O)ccc23)CC1 | -3 | -3 | 10 | -5 | -14 | 2 | 30
C=C1CC(COc2ccc3c(C)c(Cl)c(=O)oc3c2)(c2ccccc2)OC1=O (stereo unspecified) | nt | 4 | -5 | -15 | nt | nt | 0
c1csc(C(c2nnnn2C2CCCC2)N2CCCC3(CCCCC3)C2)c1 (stereo unspecified) | -6 | 47 | nt | nt | 1 | 6 | -1
C[C@H]1CN([C@@H](C)CO)S(=O)(=O)c2ccc(-c3cncnc3)cc2O[C@@H]1CN(C)C(=O)NC1CCCC1 | 6 | -5[16.7 µM] | -3 | 2 | 0 | -3 | -5
COc1cc(N)c(Cl)cc1C(=O)NC1CCN(Cc2ccccc2)CC1 | 1 | -6 | 3 | -1 | 5 | 2 | 0
C[C@H](CO)N1C[C@H](C)[C@@H](CN(C)C(=O)Nc2ccc(C(F)(F)F)cc2)Oc2c(NC(=O)NC3CCCCC3)cccc2C1=O | -46&24 | 13[16.7 µM] | -1&0 | 0&1 | 15&0 | -3&0 | 3&4

Of the compounds above, 2 contain two or more sulfur atoms:
SMILES | C2C12 statin | miR-122 sensor | ERp5 inh | SIRT5 block | esBAF inh | Cneo AK release | ARNT TACC3 PPI
Cc1cc(C)c2sc(N(CCN(C)C)C(=O)c3cc(Cl)sc3Cl)nc2c1 | -5 | 0 | 8 | -2 | 4 | nt | 4
O=C(CSc1nnc(NC(=O)C2CC2)s1)Nc1ccc(F)cc1 | 4 | -2 | nt | nt | -2 | 3 | -8

Carrying on:
SMILES | C2C12 statin | miR-122 sensor | ERp5 inh | SIRT5 block | esBAF inh | Cneo AK release | ARNT TACC3 PPI
COc1ccccc1CNC(=O)Nc1nc(C(N)CCc2ccccc2)cs1 (stereo unspecified) | -15 | 4 | 0 | 0 | -9 | 0 | nt
Cc1ccccc1NC(=O)COC(=O)CCc1nc2ccccc2c(=O)[nH]1 | 12 | 10 | 3 | -2 | 2 | -5 | -7
CCOC(=O)c1ccc2c(c1)nc(COc1ccc(OC)cc1)n2CC | 107* | -7 | nt | nt | 4 | -1 | 2
COc1cc(C(=O)COC(=O)c2ccc([N+](=O)[O-])o2)cc(OC)c1OC | 6 | 4 | 6 | 1 | 0 | 1 | 4
CCOC(=O)c1c(NC(=O)C2C3C=CC(C3)C2C(=O)O)sc2c1CCC(C)C2 (stereo unspecified) | -11 | -2 | 4 | 4 | 2 | -2 | -12
Cc1cc(C)cc(-n2ccnc2SCC(=O)O)c1 | -4 | 3 | 3 | -4 | -1 | 0 | -3
C[C@@H]1CCCCO[C@@H](CN(C)C(=O)C2CCCCC2)[C@@H](C)CN([C@@H](C)CO)C(=O)c2cc(NC(=O)c3ccccc3)ccc2O1 | nt | -5[16.7 µM] | -1 | 3 | 1 | 2 | 9
O=[N+]([O-])c1ccc(S(=O)(=O)N(CCCN2CCOCC2)Cc2cccs2)cc1 | nt | nt | -1 | -3 | nt | nt | -5
CCCCn1c(-c2ccc(Br)cc2F)nc2c1c(=O)[nH]c(=O)n2CC(C)C | -1 | -11 | -3 | 2 | -4 | -3 | 5
COc1cccc(CCC(=O)N2CCC(n3nccc3NC(=O)CC(C)C)CC2)c1 | 6 | -8 | -4 | -1 | 3 | -3 | -12
CO[C@H](CN(C)C(=O)Nc1ccc(Cl)cc1)[C@@H](C)CN(Cc1ccccc1Cl)[C@@H](C)CO | -1 | nt | 1 | 8 | 2 | 4 | 2
COc1ccc(C(=O)N2C[C@@H]3[C@H](c4ccccc42)[C@H](CO)N3C(=O)c2ccc(F)cc2)cc1 | -17 | 12[16.7 µM] | 0 | -4 | 0 | -12 | -5
C[C@@H]1CN([C@H](C)CO)C(=O)Cc2cc(NC(=O)Nc3ccc(F)cc3)ccc2O[C@H]1CN(C)S(C)(=O)=O | -8 | -9[16.7 µM] | -4 | -1 | 0 | -2 | -13
CCN(CC)CCNC(=O)C1(O)c2cc(Br)ccc2NC(=O)N1c1c(F)cccc1F (stereo unspecified) | 2 | -2 | 0 | 1 | -2 | 1 | -17
OC[C@H]1Nc2ccc(C#Cc3ccc(F)cc3)cc2[C@H]2[C@@H]1CCN2Cc1nccs1 | 41 | -1[16.7 µM] | 11 | -9 | 4 | 8 | -2
O=C(NN=C1CCC(=NNC(=O)c2ccccn2)CC1)c1ccccn1 | nt | nt | 4 | 9 | nt | nt | 66*
COC(=O)c1ccc(Oc2nc(Nc3ccc(F)cc3)nc(N3CCCC3)n2)cc1 | 0 | 0 | nt | nt | 10 | -1 | 9
CC(=O)c1ccc(NC(=O)COC(=O)Cn2cnc3ccccc32)cc1 | -3 | -7 | -3 | -1 | -1 | -1 | -1
Cc1cc(Br)ccc1NC(=O)C1CSC2(C)CCC(=O)N12 (stereo unspecified) | -13 | -5 | 5 | 0 | -14 | -1 | 7
CCCC#Cc1ccc2c(c1)O[C@H](CN(C)C(=O)CN(C)C)[C@@H](C)CN([C@H](C)CO)S2(=O)=O | 10 | 2[16.7 µM] | nt | nt | 4 | nt | nt
O=C(O)c1ccccc1P(=O)(c1ccccc1)c1ccccc1 | 10 | -8 | -7 | 0 | -1 | -1 | -4
CCOC(=O)C1(Cc2cccc(F)c2)CCN(Cc2ccc(COC)o2)CC1 | nt | -10 | 0 | 2 | nt | 5 | 1
CC(=O)c1ccc(NC(=O)C[n+]2ccc(N(C)C)cc2)cc1 | 8 | nt | -1 | 1 | 11 | 2 | -4
COc1ccccc1NC(=O)CN1C(=O)C2(OCCCO2)c2ccccc21 | -27 | 2 | -5 | 2 | 9 | nt | 5
CCn1c(NCc2cccs2)nc2ccccc21 | 2 | 4 | nt | nt | 7 | 0 | -5

Additional entries.
SMILES | C2C12 statin | miR-122 sensor | ERp5 inh | SIRT5 block | esBAF inh | Cneo AK release | ARNT TACC3 PPI
Oc1ccc(C[C@H]2CNC(=S)N2CC2CCCN2C[C@H](Cc2ccccc2)N2C[C@H](Cc3ccc(O)cc3)N(CC3CCCCCC3)C2=S)cc1 (stereo partly specified) | 2 | -14 | 4 | 11 | -3 | 2 | nt
COc1cccc(S(=O)(=O)N(C)C[C@H]2Oc3cc(C#CCC(C)C)ccc3S(=O)(=O)N([C@@H](C)CO)C[C@H]2C)c1 | -37 | 26[16.7 µM] | 7 | -4 | -8 | 2 | -5
COCCNC(=O)c1ccc(Cl)c(Cl)c1 | 1 | -1 | -2 | -1 | -2 | -2 | 3
CC(C)C(NC(=O)c1ccc2c(c1)OCO2)C(=O)N/N=C\c1ccco1 (stereo unspecified) | -12 | nt | 0 | -1 | 2 | -2 | -7
O=[N+]([O-])c1ccc(OCn2cncn2)cc1 | 6 | nt | -4 | -5 | -3 | 0 | -15
COc1ccc(C(=O)Nc2ccc3c(c2)OC[C@@H](C)NC[C@H](C)[C@@H](OC)CN(C)C3=O)cc1 | -1 | 6[16.7 µM] | 4 | -6 | 1 | 5 | -5
COc1ccccc1NC(=O)N[C@@H]1CC[C@H](CCNS(=O)(=O)c2ccccc2)O[C@@H]1CO | -2 | -1[16.7 µM] | -4 | -1 | 7 | -13 | -2
COc1ccc(S(=O)(=O)N(C)C[C@@H]2Oc3ccc(NS(=O)(=O)c4ccccc4)cc3C(=O)N([C@@H](C)CO)C[C@@H]2C)cc1 | -3 | 4[16.7 µM] | nt | nt | 3 | 0 | 13
Cc1c(Cl)cccc1N1CC(C)(C)C1=O | nt | nt | -1 | 2 | nt | nt | -7
CCOC(=O)c1c(S(=O)(=O)NCC(=O)Nc2cccc(C)c2)c(C)n(C)c1C | 6 | 12 | 0 | -1 | 2 | -1 | nt
COc1ccc(CNC(=O)CSCc2c(F)cccc2Cl)cc1 | 4 | 3 | 1 | -2 | 4 | -4 | -3
O=C(Nc1cc(F)ccc1F)N1CCCCN2[C@@H](CO)[C@@H](c3ccc(-c4ccccc4)cc3)[C@@H]2C1 | nt | -2[16.7 µM] | 0 | 1 | nt | 11 | 16
CCc1cc(C(=O)N(C)CC(=O)Nc2c(Cl)cccc2Cl)sc1C | 10 | 1 | -2 | -8 | -3 | 0 | nt
Cn1c(=O)c2c(nc(OCc3ccc4c(c3)OCO4)n2Cc2ccccc2Cl)n(C)c1=O | 10 | -5 | nt | nt | -6 | 6 | 5
CN1CCN(C(=O)C[C@H]2C[C@H]3c4cc(NC(=O)NC5CCCCC5)ccc4O[C@H]3[C@H](CO)O2)CC1 | -2 | -2[16.7 µM] | 4 | -6 | 1 | 7 | -16

Quoted at random: three compounds from above.
SMILES | C2C12 statin | miR-122 sensor | ERp5 inh | SIRT5 block | esBAF inh | Cneo AK release | ARNT TACC3 PPI
O=[N+]([O-])c1ccc(OCn2cncn2)cc1 | 6 | nt | -4 | -5 | -3 | 0 | -15
COc1ccc(CNC(=O)CSCc2c(F)cccc2Cl)cc1 | 4 | 3 | 1 | -2 | 4 | -4 | -3
O=C(Nc1cc(F)ccc1F)N1CCCCN2[C@@H](CO)[C@@H](c3ccc(-c4ccccc4)cc3)[C@@H]2C1 | nt | -2[16.7 µM] | 0 | 1 | nt | 11 | 16

Structures above that bear a hit mark in ARNT TACC3 PPI:
compound	miR-122 sensor	ERp5 inh	SIRT5 block	esBAF inh	ARNT TACC3 PPI
O=C(NN=C1CCC(=NNC(=O)c2ccccn2)CC1)c1ccccn1	nt	4	9	nt	66*

Source: PubChem (Broad Institute)
